# Rpn11 block: Rpn11 (human) deubiquitinase inhibition; O00487; human 26S proteasome, Ub4-pepOG fluorescence polarization; 20S core pre-blocked with epoxomicin; calls only at 20 µM; 360,000 tested, 0.59% active; AID 588493;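 active = inhibition at 20 µM, scaled to each plate's controls, above about 33%, limit read from the data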
# Target sequence (O00487 whole entry, looked up): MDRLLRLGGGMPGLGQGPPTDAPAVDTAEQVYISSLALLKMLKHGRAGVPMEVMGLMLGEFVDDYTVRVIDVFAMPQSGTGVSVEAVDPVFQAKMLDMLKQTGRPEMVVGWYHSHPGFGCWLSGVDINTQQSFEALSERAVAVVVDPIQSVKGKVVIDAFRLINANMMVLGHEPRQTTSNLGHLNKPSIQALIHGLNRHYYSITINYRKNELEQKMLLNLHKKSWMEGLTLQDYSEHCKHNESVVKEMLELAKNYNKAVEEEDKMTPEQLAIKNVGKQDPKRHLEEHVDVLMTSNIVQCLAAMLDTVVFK
# MT1-MMP act inh: blocks activation of human MT1-MMP; P50281; HT1080 RFP-PRO-GFP cells, GFP/RFP ratio fluorescence, overnight; percent of plate control window, DMSO zero; GFP/RFP ratio change, % at 20 µM; 360,000 tested, 0.061% active; AID 651647;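 active = GFP/RFP ratio change of at least 30% with cell ATP level not reduced by more than half and red fluorescence within 50% of control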; note: strong numbers were not always called active
#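 Assay system: HT1080 cells carrying an RFP-PRO-GFP reporter | Dosing: Single dose of 20 µM compound, 1% DMSO final | Incubation: Cells overnight before dosing, compound overnight, 37 °C, 5% CO2 | Evaluation: GFP/RFP fluorescence ratio | Control set: DMSO and RFP-L50D-GFP cell wells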
# CendR NRP1 mod: NRP-1/CendR interaction modulation; inhibition, % at 25 µM; 360,000 tested, 0.85% active; O14786; FAM-RPARPAR peptide binding to NRP-1, fluorescence polarization; AID 602438;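 active = inhibition or corrected inhibition above about 18%, plus a signal ratio from 0.5 to 1.5, limit read from the data, passing the limit was not always enough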; note: strong numbers were not always called active
# Scp-1 inhibitor: blocks human Scp-1 phosphatase activity; inhibition, % at 20 µM; Recombinant Scp1, phosphopeptide, malachite green phosphate absorbance; 340,000 tested, 0.88% active; AID 493091; Q9GZU7;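 active = inhibition above about 50% at 20 µM, limit read from the data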;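 note: plate controls were DMSO wells with enzyme for no effect and wells lacking enzyme for full effect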
# Target sequence (Q9GZU7 76-261 limits assumed): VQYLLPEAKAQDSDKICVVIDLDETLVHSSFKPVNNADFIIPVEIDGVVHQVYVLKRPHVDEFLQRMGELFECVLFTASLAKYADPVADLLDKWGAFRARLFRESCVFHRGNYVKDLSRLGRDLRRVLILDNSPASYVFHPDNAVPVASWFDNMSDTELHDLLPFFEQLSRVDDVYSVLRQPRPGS
#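 Material – SCP-1 phosphatase catalytic domain, residues 76-261 · Buffer or medium – Acidic Tris acetate buffer with magnesium and detergent · Also added – Phospho 17-mer peptide substrate · Compound – single 20 µM dose, 1% DMSO · Times – 45 min room-temperature reaction, 5 min colour, 30 min stabiliser · Technique – Phosphate-binding colour reagent, absorbance read at 630 nm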
# DNMT1 inh: DNMT1 (human) enzyme inhibition; AID 588458; P26358; inhibition (reported as % activation of signal), % at 10 µM; 360,000 tested, 0.83% active; DNMT1 molecular beacon, Hinp1I cleavage, fluorescence; in the data active = inhibition above about 50%
# LMPTP block: LMPTP (human) inhibition; 360,000 tested, 0.22% active; P24666; recombinant LMPTP-A, OMFP fluorogenic substrate, fluorescence intensity; inhibition, % at 20 µM;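 active = compounds that cut the enzyme signal by at least half of the control window in the single-dose screen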;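 note: plate controls were DMSO wells with enzyme plus substrate for no effect and substrate without enzyme for full effect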
# Target sequence (P24666 whole entry, looked up): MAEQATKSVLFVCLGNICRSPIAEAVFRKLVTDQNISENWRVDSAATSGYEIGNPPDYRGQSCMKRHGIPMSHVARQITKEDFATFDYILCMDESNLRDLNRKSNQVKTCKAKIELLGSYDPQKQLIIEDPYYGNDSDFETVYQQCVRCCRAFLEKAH
#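 Material: LMPTP-A; amount: 0.625 nM enzyme; doses: single 20 µM dose; times: reaction 50 min, room temperature, dark; technique: fluorescence intensity of OMFP turnover product; benchmarks: no-enzyme and uninhibited controls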
# STEP inh: inhibitors of human striatal-enriched phosphatase STEP | 360,000 tested, 0.25% active | P54829 | recombinant STEP, OMFP fluorogenic substrate, fluorescence | inhibition, % at 20 µM | AID 588621;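 active = inhibition at 20 µM, scaled per plate between control wells, above about 37%, limit read from the data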;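 note: 0% = DMSO with enzyme and substrate and 100% = substrate only without enzyme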
#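 System: STEP phosphatase, cell-free reaction; Buffer or medium: Bis-Tris pH 6.0 buffer with DTT, detergent; Incubation: 20 min at room temperature, dark; Measured by: fluorescence, 480/540 nm.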
# SUMO1-SIM PPI: alters human SUMO1 binding to SIM partners. P63165. SUMO1 binding to a labelled peptide, TR-FRET, 1 h. inhibition, % at 20 µM. 360,000 tested, 0.33% active; in the data active = inhibition above about 37%
# Target sequence (P63165 whole entry, looked up): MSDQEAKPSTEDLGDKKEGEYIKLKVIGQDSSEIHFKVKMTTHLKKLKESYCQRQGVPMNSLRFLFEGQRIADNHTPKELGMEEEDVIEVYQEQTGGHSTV
# NadD block: inhibitors of Staphylococcus aureus NadD; inhibition, % at 20 µM; purified NadD enzyme, colorimetric absorbance read-out; AID 602399; 360,000 tested, 0.78% active; in the data active = inhibition above about 26%; note: some compounds past the cut are filed as inactive
# SKN-1 block: C. elegans SKN-1 inhibition. C. elegans VP596 Pgst-4::GFP/RFP ratio, acrylamide-induced, 24 h. inhibition, % at 21.8 µM. 360,000 tested, 0.49% active. AID 624304;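 active = interference check ratio from 0.5 to 1.5 plus GFP to RFP signal ratio inhibition reaching or exceeding a fixed threshold, cut at about 30% in these data, passing the limit was not always enough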; note: some compounds called inactive have numbers as strong as hits
# Active calls of the source: *; i = inactive.
# Every second line gives: NadD block, STEP inh, SKN-1 block, Scp-1 inhibitor, LMPTP block, SUMO1-SIM PPI, CendR NRP1 mod, DNMT1 inh, MT1-MMP act inh, Rpn11 block
> N#Cc1nc(-c2ccccc2F)oc1NCCN1CCOCC1
  0, -2, 0, -12, -0.1, 0, 0, -1, 4, i
> O=C(COC(=O)c1ccc2ncsc2c1)NCc1ccccc1Cl
  0, 3, 16, -5, -0.4, 7, -3, 1, -1, i
> O=c1cc(-c2ccco2)nc(-c2cccs2)o1
  1, -15, 9, 9, 0.8, -1, -22, 11, 1, i
> CCOc1ccccc1NC(=O)CSc1ccc2nnc(-c3cccnc3)n2n1
  0, -3, 5, 0, -1.1, -16, 7, -1, 4, i
> COC(=O)c1ccccc1NC(=O)Oc1ccc(C(C)C)cc1
  1, 3, 18, -8, 3.5, -1, -2, -4, 1, i
> O=C(CCNC(=O)C1CCN(S(=O)(=O)c2ccccc2)CC1)Nc1cccc(C(F)(F)F)c1
  -7, -6, -1, -3, 1.3, -4, 8, 7, -4, i
> O=C(COC(=O)c1ccc2[nH]c3c(c2c1)CCCC3)NC1CCS(=O)(=O)C1 (stereo not given)
  -5, -2, 1, -1, -0.7, 3, -4, -1, 6, i
> O=C(/C=C/Nc1ccccc1Br)c1ccccn1
  0, -2, -2, -15, 0.5, -24, -10, -1, 3, i
> Nc1cccc2c1C(=O)N(Cc1nnc(-c3ccccc3Br)o1)C2=O
  0, 0, 3, -10, 0.3, -30, -1, -2, -1, i
> CCOCCCNC(=S)N1CCN(C(=O)C(=O)Nc2ccc(C(=O)OC)cc2)CC1
  -3, 0, -9, -2, -1.9, -1, 9, 2, 3, i
> COc1ccccc1N1CC(C(=O)Nc2cc(C(F)(F)F)ccc2N2CCCC2)CC1=O (stereo not given)
  0, 1, 0, -2, -0.3, 7, -5, -2, 4, i
> Nc1nnc(CSCc2ccc(Cl)cc2Cl)s1
  2, -2, 16, -3, -0.4, -2, 9, -6, 3, i
> CN(C)CCCNc1ncnc2scc(-c3ccccc3)c12
  -1, 2, 6, -5, -1.6, 6, -2, 1, -14, i
> CCCc1cc(=O)oc2cc(C)cc(OCC(=O)NC(Cc3ccc(Cl)cc3)C(=O)O)c12 (stereo not given)
  -1, -2, 2, 7, -1.5, 9, -2, -2, -2, i
> O=C(NNC(=O)c1ccccc1F)c1ccc2nc[nH]c2c1
  -4, -3, -18, 11, 0.6, 4, 12, 1, -1, i
> CCOC(=O)c1ccc(N2C(=O)C=C(N3CCOCC3)C2=O)cc1
  -1, 0, 6, 0, 1.4, -31, -11, 2, -1, i
> Cc1cc(C)nc(-n2nc(C)cc2NC(=O)CN2CCC(C)CC2)n1
  -5, 0, 7, -1, -0.8, -2, 9, 3, 2, i
> CCOC(=O)CNC(=O)c1cc(-c2ccc3c(c2)OCCO3)oc1C
  0, 2, -21, 3, 0.3, 2, -8, -3, -6, i
> CN1C(=O)CC(Sc2ccccc2C(=O)O)C1=O (stereo not given)
  3, -3, 0, 2, -1.9, -2, 0, 2, 2, i
> C/C(=N\NC(=O)CN1CCCCC1)c1cccc([N+](=O)[O-])c1
  -3, 1, -5, -6, -0.5, -25, 1, 5, 0, i
> Cc1cnc(-c2nnc(N(C)C(=O)C3CCCO3)s2)cn1 (stereo not given)
  1, -2, 4, 1, 0.0, -11, 2, 2, -3, i
> Cc1noc(C)c1COC(=O)c1cc2c3ccccc3n(C)c2s1
  0, 1, -3, -12, 4.6, -4, -11, -15, 0, i
> Cc1cc(C)n(C(=O)C(C(=O)c2ccccc2)C(C)C)n1 (stereo not given)
  -4, 0, -8, -8, -0.7, -2, 0, -2, -2, i
> Cc1ccc(CNC(=O)C2CCN(S(=O)(=O)N3CCOCC3)CC2)cc1
  0, -2, 5, -3, -1.0, 1, 5, 0, -1, i
> CCSc1ncc(Cl)c(C(=O)Nc2ccccc2Cl)n1
  -5, -1, 9, -10, 1.0, -2, 8, -4, 1, i
> COc1cc(-c2noc(-c3cccs3)n2)cc(OC)c1OC
  -4, -1, 1, -13, -1.1, -1, -3, 1, 6, i
> COc1ccc(C(=O)NCCc2c[nH]c3ccccc23)cc1OC
  -6, 0, 6, 8, -0.5, 2, 6, 0, 1, i
> O=C(CN1CCN(c2ncc(C(F)(F)F)cc2Cl)CC1)NCCNc1ncc(C(F)(F)F)cc1Cl
  -1, -1, 16, -2, 1.5, 9, 16, -5, -3, i
> C/C(=N\NC(=O)c1cccc(F)c1)c1ccc(Br)s1
  2, -2, 3, 0, 0.3, -7, 2, 0, 20, i
> CCOC(=O)C1CCN(C(=O)CN2C(=O)NC(C)(c3ccc4cc(OC)ccc4c3)C2=O)CC1 (stereo not given)
  1, 3, -20, 1, -0.8, 1, -3, -2, 4, i
> CS(=O)(=O)Nc1ccc(C(=O)Nc2ccc3c(c2)OCO3)cc1
  -1, 1, -10, -1, 1.3, -1, 5, -6, 3, i
> COc1ccc(C(=O)c2cc3cccc(OC)c3o2)cc1
  -1, -1, 1, -11, 1.7, -20, 21, -5, 4, i
> CCOCCCN(C)C1CCN(S(=O)(=O)c2csc(C(N)=O)c2)CC1
  -5, -2, -6, -3, -2.5, 2, -2, 0, -3, i
> CCn1c(/C=C/c2ccccc2)nc2ccccc2c1=O
  -7, 1, 17, 3, -0.1, -9, -3, 0, -1, i
> CCn1c(NCc2cccs2)nc2ccccc21
  0, 4, 0, -1, 4.6, 0, 11, -4, 3, i
> CC[C@H]1C/C=C\Cc2ccccc2[C@H](C(=O)C[C@@H](O)CC(C)=O)OC1=O
  -1, -1, -1, -5, -0.9, 2, -3, 6, -6, i
> Cc1cc(CNC(=O)c2cccnc2Cl)c2ccccc2n1
  -6, -4, -4, 11, -0.4, 1, -1, -2, -3, i
> COc1ccc2c(C)cc(SCC(=O)Nc3cc(C(N)=O)cc(C(N)=O)c3)nc2c1
  11, 20, 0, 50, 0.1, -149, -18, -2, 6, i
> Cc1ccc(-c2nc(CN3CCN(c4cnccn4)CC3)c(C)o2)o1
  2, 0, 13, -4, 0.0, -2, 5, -5, -1, i
> O=C(NC1CCCC1)C(c1cccnc1)N(C(=O)c1csnn1)c1ccc(F)cc1 (stereo not given)
  0, 3, 17, -3, 0.3, -1, 13, 12, 4, i
> CCOC(=O)c1c(C)n(-c2ccc(C)cc2)c2ccc(O)c(CN(C)C)c12
  -4, 1, 10, -7, 1.3, 4, 1, 0, -3, i
> CC(C)n1c(-c2ccncc2)n[nH]c1=S
  -2, -7, 2, 2, -0.2, -1, 0, 13, -11, i
> COC(=O)c1sc(N2C(=O)C(O)=C(C(=O)c3ccc(C)o3)C2c2ccco2)nc1C (stereo not given)
  0, 4, -17, 19, 1.8, -7, -20, 4, -5, i
> COc1cc(CC2COC(c3ccc(O)c(OC)c3)C2COC(C)=O)ccc1O (stereo not given)
  10, -4, 20, 85*, 13, 18, -22, 63*, 6, i
> CCN(CC)CCn1c(SCC(=O)NCc2ccccc2)nc2c(sc3ccccc32)c1=O
  -13, -1, -2, -10, 0.1, -20, -12, 21, 1, i
> O=C(NC(=S)NCc1ccc(-c2nc3ccccc3s2)cc1)c1ccco1
  -2, -1, -2, -4, 1.4, 4, 5, -13, 0, i
> O=C1Nc2ccccc2OC1CC(=O)N1CCOCC1 (stereo not given)
  8, 0, -1, -9, -2.2, 1, 8, 3, -4, i
> CCOc1cc(C(=O)NCCc2ccc(S(N)(=O)=O)cc2)cc(OCC)c1OCC
  1, 3, 5, -14, -1.2, 2, -8, 2, -2, i
> O=C(c1ccc(F)cc1)C1CCN(C(=O)c2ccc(F)cc2)CC1
  7, -1, 6, -5, -0.5, -4, 8, -4, -2, i
> COc1ccc(C(=O)Nc2cc(C)nn2-c2ccc(F)cc2)cc1
  -5, 3, -1, 4, -1.3, 5, -6, 0, 1, i
> S=C(Nc1ccccc1)N1CCOCC1
  -4, -2, -8, -7, 0.3, 1, 0, 0, 3, i
> Cn1c(NN)nc2ccccc2c1=O
  -5, -2, -6, 3, -1.0, -3, 4, 1, 5, i
> CCOc1ccc(NCc2nnc(SCC(=O)Nc3cc(C)on3)n2-c2ccccc2OC)cc1
  -1, -2, -2, -1, 0.2, -6, -7, -4, 1, i
> NC(=O)c1ccsc1NC(=O)COC(=O)c1cc(Cl)ccc1O
  12, 2, -13, 1, 3.6, -1, -22, -8, 4, i
> CCCn1c(C(C)Nc2nc(-c3ccc(C)cc3)cs2)nc2cc(Cl)c(Cl)cc21 (stereo not given)
  17, -3, 6, -4, 2.8, 6, 15, -6, 0, i
> COc1cccc(C(=O)NC2CCCc3ccccc32)c1 (stereo not given)
  -10, -2, 19, 18, -1.6, 6, 1, -3, 0, i
> CC(=O)N(c1ccccc1)c1nc(C)cc(C)c1C#N
  -1, 0, 0, -4, -2.7, -2, -4, -2, 3, i
> CNC(=S)n1cnc(N)n1
  -6, -3, 6, 5, -2.0, 4, -11, 1, -2, i
> CCOc1ccc(N(CC(=O)NN=C2CCN(C)CC2)S(=O)(=O)c2ccc(Br)cc2)cc1
  -3, -3, 13, 2, 0.2, -1, -5, 1, -1, i
> COCCNS(=O)(=O)c1ccc(SC)cc1
  2, 21, 14, -2, -1.6, -4, -6, 1, 8, i

# Single entries from above:
# Value of CC(C)n1c(-c2ccncc2)n[nH]c1=S under MT1-MMP act inh: -11
# Value of O=C(c1ccc(F)cc1)C1CCN(C(=O)c2ccc(F)cc2)CC1 under MT1-MMP act inh: -2

# Additional entries.
# Every second line gives: NadD block, STEP inh, SKN-1 block, Scp-1 inhibitor, LMPTP block, SUMO1-SIM PPI, CendR NRP1 mod, DNMT1 inh, MT1-MMP act inh, Rpn11 block
> Cc1ccc(-c2c(C(=O)N3CCOCC3)oc(=O)c3ccccc23)cc1
  2, -1, -4, 4, -1.8, 5, -4, 7, 0, i
> COC(=O)c1c(NC(=O)c2ccccc2F)sc(C(=O)N2CCOCC2)c1C
  2, 2, 10, 44, 0.3, 4, 12, 0, -1, i
> CC1(C)Cc2c(sc3[nH]c(=S)n(Cc4ccccc4)c(=O)c23)CO1
  4, -3, 8, -6, 0.4, 2, -14, 4, -2, i
> CCOc1ncccc1C(=O)OCCCC(=O)c1ccc(Br)cc1
  -8, -3, 6, -2, 3.6, 2, -2, -6, 3, i
> COc1ccc(/C=C/c2cc(O)cc(OC3OC(CO)C(O)C(O)C3O)c2)cc1 (stereo not given)
  1, 1, 7, -1, -0.1, -7, -5, -2, -1, i
> O=C(CC1CCOCC1)Nc1ccc(Cl)c(Cl)c1
  -6, 3, -14, -7, 0.0, -1, 1, -3, -3, i

# Part of the list above, as tab-separated lines:
molecule	NadD block	STEP inh	SKN-1 block	Scp-1 inhibitor	LMPTP block	SUMO1-SIM PPI	CendR NRP1 mod	DNMT1 inh	MT1-MMP act inh	Rpn11 block
CCOc1ncccc1C(=O)OCCCC(=O)c1ccc(Br)cc1	-8	-3	6	-2	3.6	2	-2	-6	3	i
COC(=O)c1c(NC(=O)c2ccccc2F)sc(C(=O)N2CCOCC2)c1C	2	2	10	44	0.3	4	12	0	-1	i

# Compound activity from PubChem.
